Bioassay records from PubChem.
Bfl-1 displacement: displacement of Bid BH3 peptide from Bfl-1 – biochemical, fluorescence polarization, FITC-Bid, mouse, primary screen (AID 432) | displacement, % at 20 µM; hits with a dose series show IC50 in µM | FITC-Bid BH3 peptide fluorescence polarization displacement; higher % means a stronger effect | 64,000 compounds, 0.02% hits; in the data active = a potency from the dose series; inactive = the rest, 99 in 100 with displacement below about 15%; note: strong numbers were not always called active
MK inhibit: inhibitors of Streptococcus pneumoniae mevalonate kinase. inhibition, % at 10 µM. purified MK, PK/LDH-coupled NADH absorbance 340 nm. 65,000 compounds, 0.48% hits. AID 555;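 active = ranked among the strongest by inhibition in the single 10 µM screen, a fixed top-ranked set picked for dose follow-up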; note: no value below 0 was filed
HT1080 viability: HT1080 cell viability loss – fluorescence readout (AID 620). HT1080 viability, fluorescence; higher % means a stronger effect. cytotoxicity, % at 10 µM, or EC50 in µM where a hit was titrated. 87,000 compounds, 0.42% hits;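 note: cells exposed to compound overnight then 4 h with Alamar Blue; 0% = vehicle DMSO and 100% = killing control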
KRASV12 cytotoxicity: viability loss of HPDE-C7K cells – cell-based, fluorescence, HTS, primary screen (AID 431); 63,000 compounds, 1.7% hits; HPDE-C7K KRASV12 cells, Alamar Blue viability, 48 h; higher % means a stronger effect; cytotoxicity, % at 10 µM; hits with a dose series show EC50 in µM;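 active = compounds whose percent cytotoxicity in the single-dose primary screen, scaled between solvent and toxic-drug controls, exceeds 50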;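 note: 0% = DMSO solvent wells and 100% = doxorubicin-treated wells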
PMK inhibit: S. pneumoniae PMK inhibition | purified PMK, PK/LDH-coupled NADH absorbance 340 nm | inhibition, % at 10 µM | 65,000 compounds, 0.49% hits;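 active = top-ranked compounds by inhibition in the single 10 µM screen, taking a fixed number of the strongest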;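 note: 0% = full reaction with DMSO carrier and 100% = background rate without enzyme reaction; no value below 0 was filed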
HPDE-C7 viability: cytotoxicity in HPDE-C7 cells, cell-based, fluorescence, HTS (AID 430) | HPDE-C7 pancreatic duct cells viability, fluorescence; higher % means a stronger effect | cytotoxicity, % at 10 µM, or EC50 in µM where a hit was titrated | 63,000 compounds, 1.8% hits;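 note: cells exposed to compound for 48 hours before viability readout; 0% = vehicle and 100% = reference cytotoxic drug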
DPM-DC inhibit: inhibitors of Streptococcus pneumoniae diphosphomevalonate decarboxylase. purified DPM-DC, PK/LDH coupled NADH fluorescence. calls only at 10 µM. 65,000 compounds, 0.49% hits;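 active = the 320 compounds with the highest percent inhibition in the single-dose primary screen, excluding strongly autofluorescent ones, cut at about 32% in these data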;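 note: kinetic rate of NADH fluorescence loss reporting ADP formed by the decarboxylase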
Alkaline phosphatase: inhibition of tissue-nonspecific alkaline phosphatase – biochemical, luminescent (AID 518) | inhibition, % at 20 µM; hits with a dose series show IC50 in µM | 64,000 compounds, 0.09% hits | purified TNAP enzyme, luminescent substrate readout; higher % means a stronger effect; in the data active = a potency from the dose series; inactive = the rest, 99 in 100 with inhibition below about 22%;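 note: plate controls were vehicle for no effect and reference inhibitor for full effect; many of its hits are not listed in these tables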
LYP inhibition: inhibition of human PTPN22 tyrosine phosphatase – biochemical, DiFMUP fluorescence, recombinant catalytic domain, 10 µM, primary screen (AID 606); 52,000 tested, under 10 active; one-dose inhibition, % at 10 µM; IC50 in µM for titrated hits; recombinant LYP catalytic domain, DiFMUP fluorescence; higher % means a stronger effect;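 active = IC50 under 40 µM in the dose-response test; inactive = IC50 of 40 µM or more, or never dose-tested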
PMK inhibit pilot replicates: recorded beside PMK inhibit, whose call it bears; inhibition, %; measured here: pilot screen replicates
MK inhibit pilot replicates: second read-out of MK inhibit, no call of its own (marks repeat the call); inhibition, %; measured here: pilot screen replicates
DPM-DC inhibit pilot screen %: second read-out of DPM-DC inhibit, no call of its own (marks repeat the call); inhibition, %; measured here: pilot screen trials
An asterisk follows results filed as active; & = joins results of further samples. Cut-off read from the data, not from the text of the source, unless noted: active = cytotoxicity above about 50%; inactive = the rest.

Brc1ccc(-c2cnnc(N3CCCC3)n2)cc1 was read as Bfl-1 displacement -2%, MK inhibit 1, HT1080 viability -5%, KRASV12 cytotoxicity -5%, PMK inhibit 6, HPDE-C7 viability 3%, DPM-DC inhibit inactive, Alkaline phosphatase 11% and LYP inhibition 0%.
Screening CCCCN(c1ccccc1)S(=O)(=O)c1ccc2c(c1)CCN2C(=O)CCC(=O)O returned Bfl-1 displacement 5%, MK inhibit 6, HT1080 viability -9%, KRASV12 cytotoxicity 1%, PMK inhibit 15, HPDE-C7 viability 5%, DPM-DC inhibit inactive, Alkaline phosphatase 6%, LYP inhibition 18%, PMK inhibit pilot replicates 0.0, MK inhibit pilot replicates 2.0 and DPM-DC inhibit pilot screen % 0.0.
For O=C(c1ccccc1Cl)N1CCCC(c2nc3c(nnn3Cc3ccccc3)c(=O)[nH]2)C1 (stereo unspecified) the results were Bfl-1 displacement -4%, MK inhibit 0, HT1080 viability 0%, KRASV12 cytotoxicity -19%, PMK inhibit 13, HPDE-C7 viability -8%, DPM-DC inhibit inactive, Alkaline phosphatase 9% and LYP inhibition 6%.
`Cc1ccc2c(c1)-c1c(cnn1CC(=O)N(CCC#N)c1ccccc1)CO2` gave Bfl-1 displacement -11%, MK inhibit 6, HT1080 viability -4%, KRASV12 cytotoxicity -8%, PMK inhibit 3, HPDE-C7 viability -3%, DPM-DC inhibit inactive, Alkaline phosphatase 8% and LYP inhibition 4%.
Screening CCCCS(=O)CC(CS(=O)CCCC)OC(=O)c1ccccc1 (stereo unspecified) returned Bfl-1 displacement 1%, MK inhibit 7, HT1080 viability -4%, KRASV12 cytotoxicity -12%, PMK inhibit 7, HPDE-C7 viability -6%, DPM-DC inhibit inactive, Alkaline phosphatase 6% and LYP inhibition 6%.
`Cc1c(C(=O)O)oc2c1C(O)CC(C)(C)C2` (stereo unspecified) gave Bfl-1 displacement -1%, MK inhibit 7, HT1080 viability -2%&9%, KRASV12 cytotoxicity -11%, PMK inhibit 13, HPDE-C7 viability -1%, DPM-DC inhibit inactive and Alkaline phosphatase 5%.
Screening O=C1c2[nH]nc(-c3ccccc3O)c2C(c2cccc(Cl)c2)N1Cc1ccco1 (stereo unspecified) returned Bfl-1 displacement -2%, MK inhibit 10, HT1080 viability 4%, KRASV12 cytotoxicity 9.8µM*, PMK inhibit 15, HPDE-C7 viability 7.1µM*, DPM-DC inhibit inactive, Alkaline phosphatase -24% and LYP inhibition 3%.
Screening CC1CN(S(=O)(=O)c2cn(C)c(=O)n(C)c2=O)CC(C)O1 (stereo unspecified) returned Bfl-1 displacement -2%, MK inhibit 12, HT1080 viability 3%, KRASV12 cytotoxicity 15%, PMK inhibit 7, HPDE-C7 viability 1%, DPM-DC inhibit inactive, Alkaline phosphatase 13% and LYP inhibition 8%.
Screening O=C1CC(c2ccc3c(c2)OCO3)Sc2nc3ccccc3n21 (stereo unspecified) returned Bfl-1 displacement -4%, MK inhibit 9, HT1080 viability 3%, KRASV12 cytotoxicity 5%, PMK inhibit 9, HPDE-C7 viability 5%, DPM-DC inhibit inactive, Alkaline phosphatase 9% and LYP inhibition 11%.
For CCOc1ccc2c(c1)n([O-])c1c([n+]2=O)CCCC1 the results were Bfl-1 displacement -3%, MK inhibit 5, HT1080 viability -5%, KRASV12 cytotoxicity -17%, PMK inhibit 10, HPDE-C7 viability -8%, DPM-DC inhibit inactive, Alkaline phosphatase 20% and LYP inhibition -10%.
`CCCCOC(=O)Cn1cnc2ccc(Br)cc2c1=O` gave Bfl-1 displacement -6%, MK inhibit 0, HT1080 viability -3%, KRASV12 cytotoxicity -2%, PMK inhibit 16, HPDE-C7 viability -1%, DPM-DC inhibit inactive, Alkaline phosphatase 16% and LYP inhibition 19%.
For Cc1ccc(S(=O)(=O)NC(CC(=O)O)c2ccccc2)c(C)c1 (stereo unspecified) the results were Bfl-1 displacement 3%, MK inhibit 9, HT1080 viability -2%, KRASV12 cytotoxicity -10%, PMK inhibit 6, HPDE-C7 viability -15%, DPM-DC inhibit inactive, Alkaline phosphatase 5% and LYP inhibition 5%.
O=C1CSC(c2cccs2)N1c1ccccc1 (stereo unspecified) was read as Bfl-1 displacement 8%, MK inhibit 7, HT1080 viability -20%, KRASV12 cytotoxicity 4%, PMK inhibit 4, HPDE-C7 viability -8%, DPM-DC inhibit inactive, Alkaline phosphatase 5% and LYP inhibition 8%.
CCOC(=O)Cn1c(=O)oc2cc(S(=O)(=O)NCc3ccccn3)ccc21 was read as Bfl-1 displacement 1%, MK inhibit 0, HT1080 viability -3%, KRASV12 cytotoxicity -1%, PMK inhibit 8, HPDE-C7 viability 2%, DPM-DC inhibit inactive, Alkaline phosphatase 14% and LYP inhibition -4%.
CCC(C)NS(=O)(=O)c1ccc(NS(C)(=O)=O)cc1 (stereo unspecified) was read as Bfl-1 displacement -6%, MK inhibit 5, HT1080 viability 12%, KRASV12 cytotoxicity 3%, PMK inhibit 0, HPDE-C7 viability -2%, DPM-DC inhibit inactive, Alkaline phosphatase 5% and LYP inhibition -2%.
For CC1(C)NC(=O)N(CCOc2cccc(Cl)c2Cl)C1=O the results were Bfl-1 displacement 1%, MK inhibit 17, HT1080 viability 9%, KRASV12 cytotoxicity 0%, PMK inhibit 10, HPDE-C7 viability -31%, DPM-DC inhibit inactive, Alkaline phosphatase 13%, LYP inhibition 9%, PMK inhibit pilot replicates 0.0, MK inhibit pilot replicates 0.0 and DPM-DC inhibit pilot screen % 2.5.
For O=C(CSc1nnc(-c2ccncc2)n1Cc1ccco1)Nc1ccccc1Cl the results were Bfl-1 displacement 1%, MK inhibit 5, HT1080 viability 0%, KRASV12 cytotoxicity -27%, PMK inhibit 12, HPDE-C7 viability -29%, DPM-DC inhibit inactive, Alkaline phosphatase 8% and LYP inhibition 0%.
`Cc1ccc(CSC2=NCCN2C(=O)c2ccco2)cc1` gave Bfl-1 displacement 5%, MK inhibit 2, HT1080 viability -3%, KRASV12 cytotoxicity -7%, PMK inhibit 11, HPDE-C7 viability -10%, DPM-DC inhibit inactive, Alkaline phosphatase 16%, LYP inhibition 8%, PMK inhibit pilot replicates 5.0, MK inhibit pilot replicates 3.0 and DPM-DC inhibit pilot screen % 0.0.
Screening O=C(CSc1nnc(Cc2ccccc2)n1Cc1ccco1)NC12CC3CC(CC(C3)C1)C2 returned Bfl-1 displacement -7%, MK inhibit 4, HT1080 viability -7%, KRASV12 cytotoxicity 3%, PMK inhibit 2, HPDE-C7 viability 4%, DPM-DC inhibit inactive, Alkaline phosphatase 13% and LYP inhibition 11%.
Cc1cc(=O)oc(C)c1C(=O)NCc1c(F)cc(F)cc1F was read as Bfl-1 displacement -12%, MK inhibit 4, HT1080 viability 0%, KRASV12 cytotoxicity -29%, PMK inhibit 8, HPDE-C7 viability -22%, DPM-DC inhibit inactive, Alkaline phosphatase 4% and LYP inhibition 8%.
Screening COC(=O)CSc1nnc(-c2ccccc2OC)o1 returned Bfl-1 displacement -10%, MK inhibit 10, HT1080 viability -5%, KRASV12 cytotoxicity -18%, PMK inhibit 3, HPDE-C7 viability -26%, DPM-DC inhibit inactive, Alkaline phosphatase 46% and LYP inhibition 3%.
Screening Cc1ccc(C)c(-n2nnnc2Sc2nnnn2-c2ccccc2)c1 returned Bfl-1 displacement 3%, MK inhibit 4, HT1080 viability 17%, KRASV12 cytotoxicity 9.9µM*, PMK inhibit 12, HPDE-C7 viability 8.2µM*, DPM-DC inhibit inactive and Alkaline phosphatase 6%.
Cn1c(=O)c2c([nH]c(=O)n2C)n(C)c1=O was read as Bfl-1 displacement -5%, MK inhibit 11, HT1080 viability 0%, KRASV12 cytotoxicity 2%, PMK inhibit 9, HPDE-C7 viability 2%, DPM-DC inhibit inactive, Alkaline phosphatase 5%, LYP inhibition 12%, PMK inhibit pilot replicates 2.0, MK inhibit pilot replicates 1.5 and DPM-DC inhibit pilot screen % 0.0.
`COc1ccc(S(=O)(=O)NCCc2csc(C)n2)cc1C` gave Bfl-1 displacement 6%, MK inhibit 0, HT1080 viability 26%, KRASV12 cytotoxicity 2%, PMK inhibit 12, HPDE-C7 viability 0%, DPM-DC inhibit inactive, Alkaline phosphatase 12% and LYP inhibition -4%.

Reprinted from the part before: three entries, followed by the next part.
Screening Cc1ccc(C)c(-n2nnnc2Sc2nnnn2-c2ccccc2)c1 returned Bfl-1 displacement 3%, MK inhibit 4, HT1080 viability 17%, KRASV12 cytotoxicity 9.9µM*, PMK inhibit 12, HPDE-C7 viability 8.2µM*, DPM-DC inhibit inactive and Alkaline phosphatase 6%.
Cn1c(=O)c2c([nH]c(=O)n2C)n(C)c1=O was read as Bfl-1 displacement -5%, MK inhibit 11, HT1080 viability 0%, KRASV12 cytotoxicity 2%, PMK inhibit 9, HPDE-C7 viability 2%, DPM-DC inhibit inactive, Alkaline phosphatase 5%, LYP inhibition 12%, PMK inhibit pilot replicates 2.0, MK inhibit pilot replicates 1.5 and DPM-DC inhibit pilot screen % 0.0.
`COc1ccc(S(=O)(=O)NCCc2csc(C)n2)cc1C` gave Bfl-1 displacement 6%, MK inhibit 0, HT1080 viability 26%, KRASV12 cytotoxicity 2%, PMK inhibit 12, HPDE-C7 viability 0%, DPM-DC inhibit inactive, Alkaline phosphatase 12% and LYP inhibition -4%.
For O=C(NCCOc1ccccc1)c1cc2ccccc2o1 the results were Bfl-1 displacement 1%, MK inhibit 9, HT1080 viability 2%, KRASV12 cytotoxicity -14%, PMK inhibit 2, HPDE-C7 viability -23%, DPM-DC inhibit inactive, Alkaline phosphatase 13% and LYP inhibition 3%.
`COc1ccccc1C(CCN(Cc1cccs1)C(C)=O)c1ccco1` (stereo unspecified) gave Bfl-1 displacement -8%, MK inhibit 14, HT1080 viability 4%, KRASV12 cytotoxicity 0%, PMK inhibit 3, HPDE-C7 viability 8%, DPM-DC inhibit inactive, Alkaline phosphatase 5% and LYP inhibition 9%.
For C/C(=N\n1nnnc1Nc1ccccc1)c1ccc(N)cc1 the results were Bfl-1 displacement -4%, MK inhibit 0, HT1080 viability 9%, KRASV12 cytotoxicity 0%, PMK inhibit 17, HPDE-C7 viability 0%, DPM-DC inhibit inactive, Alkaline phosphatase 15% and LYP inhibition 2%.
Screening COc1ccc(OC)c(Nc2nc(-c3sc(C)nc3C)cs2)c1 returned Bfl-1 displacement 0%, MK inhibit 4, HT1080 viability -5%, KRASV12 cytotoxicity 26%, PMK inhibit 3, HPDE-C7 viability 8%, DPM-DC inhibit inactive and Alkaline phosphatase 1%.
O=C(OCc1nc2ccccc2s1)c1cnccn1 was read as Bfl-1 displacement -11%, MK inhibit 3, HT1080 viability -13%, KRASV12 cytotoxicity -8%, PMK inhibit 10, HPDE-C7 viability 7%, DPM-DC inhibit inactive, Alkaline phosphatase 12% and LYP inhibition 9%.
